POLK inh = qHTS for Inhibitors of Polymerase Kappa | 400,000 compounds, 0.53% hits | DNA polymerase kappa (Homo sapiens), Q9UBT6 | purified Pol kappa, fluorescent DNA synthesis assay, 10 min | AID 588579, 2011 | Potency, µM (doses to about 107 µM), without a hit: at the highest dose activity, negative = inhibition, hits mostly inhibitors; note: potency is the fitted concentration of half-maximal effect; % is set by controls: 0 for no effect and ±100 for the full control effect
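Activity was followed as the change in fluorescence between reads at 0 and 10 min after starting the reaction with 50 nM substrate. Beforehand, 10 nM polymerase had been preincubated with compound for 15 min at room temperature.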
Pol iota inh = qHTS for Inhibitors of Polymerase Iota | DNA polymerase iota (Homo sapiens), Q9UNA4 | Pol iota fluorescent replication assay, 10 min | 390,000 compounds, 1% hits | Potency, µM (highest dose often 115 µM), without a hit: top-dose activity, negative = inhibition, actives largely listed as inhibitors; note: potency is the fitted concentration of half-maximal effect
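Fluorescent replication assay read twice, at 0 min and 10 min after adding 50 nM (final) substrate. Enzyme (10 nM) and compounds were first incubated 15 min at room temperature; enzyme-free buffer wells were negative controls.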
Anesthetic bind = qHTS Assay for Identification of Novel General Anesthetics; Ferritin light chain (Equus caballus), P02791; apoferritin/1-aminoanthracene competitive binding, fluorescence; Potency, µM (titrated, usually from 77.5 µM), inactives show top-dose activity change, negative = displacement, hits mostly inhibitors; 350,000 compounds, 0.074% hits; AID 485281, 2010; note: potency is the fitted concentration of half-maximal effect; % is set by controls: 0 for no effect and ±100 for the full control effect; nearly all actives have a fitted effect of over 20% in size
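Probe: 1-aminoanthracene (50% saturated, PBS). Protein: horse-spleen apoferritin, 10 uM. Incubation: 10 min, room temperature. Detection: 380 nm excitation, 535 nm emission. Analysis: normalized response, four-parameter Hill.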
Pol eta inh = qHTS for Inhibitors of Polymerase Eta | 390,000 compounds, 1.2% hits | Potency, µM (titrated, usually from 114 µM), for the others: top-dose activity change, negative = inhibition, usual class: inhibitors | recombinant Pol eta, fluorescent DNA replication assay | DNA polymerase eta (Homo sapiens), Q9Y253; note: potency is the fitted concentration of half-maximal effect; % is set by controls: 0 for no effect and ±100 for the full control effect
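Pol eta at 10 nM preincubated with compounds 15 min at room temperature; reaction started with fluorescent substrate (50 nM final) and read kinetically at 0 and 10 min.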
APEX1 inh = qHTS Assay for Inhibitors of the Human Apurinic/apyrimidinic Endonuclease 1 (APE1); 350,000 compounds, 0.35% hits; Potency, µM (highest dose often 65.8 µM), inactives show top-dose activity change, negative = inhibition, most hits filed as inhibitors; DNA repair nuclease/redox regulator APEX1 (Homo sapiens), P27695; AID 2517, 2012; recombinant APE1, TAMRA/BHQ-2 abasic DNA cleavage fluorescence;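 note: potency is the fitted concentration of half-maximal effect; plate controls were vehicle for no effect and reference inhibitor for full effect; nearly all actives have a fitted effect of over 55% in size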
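Compound pre-exposure to 0.75 nM APE1, 15 min at ambient temperature. Reaction initiated with 50 nM TAMRA/BHQ-2 THF substrate, read immediately in kinetic mode, 525 nm excitation, 598 nm emission.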
BLM helicase inh = qHTS Assay for Inhibitors of Bloom's syndrome helicase (BLM); RecQ-like DNA helicase BLM (Homo sapiens), P54132; recombinant BLM DNA unwinding, fluorescence dequenching; Potency, µM (series often up to 56.1 µM), for the others: top-dose activity change, negative = inhibition, usual class: inhibitors; 350,000 compounds, 0.2% hits;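 note: potency is the fitted concentration of half-maximal effect; plate controls were vehicle for no effect and no enzyme for full effect; nearly all actives have a fitted effect of over 35% in size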
Target sequence (P54132 whole entry, looked up): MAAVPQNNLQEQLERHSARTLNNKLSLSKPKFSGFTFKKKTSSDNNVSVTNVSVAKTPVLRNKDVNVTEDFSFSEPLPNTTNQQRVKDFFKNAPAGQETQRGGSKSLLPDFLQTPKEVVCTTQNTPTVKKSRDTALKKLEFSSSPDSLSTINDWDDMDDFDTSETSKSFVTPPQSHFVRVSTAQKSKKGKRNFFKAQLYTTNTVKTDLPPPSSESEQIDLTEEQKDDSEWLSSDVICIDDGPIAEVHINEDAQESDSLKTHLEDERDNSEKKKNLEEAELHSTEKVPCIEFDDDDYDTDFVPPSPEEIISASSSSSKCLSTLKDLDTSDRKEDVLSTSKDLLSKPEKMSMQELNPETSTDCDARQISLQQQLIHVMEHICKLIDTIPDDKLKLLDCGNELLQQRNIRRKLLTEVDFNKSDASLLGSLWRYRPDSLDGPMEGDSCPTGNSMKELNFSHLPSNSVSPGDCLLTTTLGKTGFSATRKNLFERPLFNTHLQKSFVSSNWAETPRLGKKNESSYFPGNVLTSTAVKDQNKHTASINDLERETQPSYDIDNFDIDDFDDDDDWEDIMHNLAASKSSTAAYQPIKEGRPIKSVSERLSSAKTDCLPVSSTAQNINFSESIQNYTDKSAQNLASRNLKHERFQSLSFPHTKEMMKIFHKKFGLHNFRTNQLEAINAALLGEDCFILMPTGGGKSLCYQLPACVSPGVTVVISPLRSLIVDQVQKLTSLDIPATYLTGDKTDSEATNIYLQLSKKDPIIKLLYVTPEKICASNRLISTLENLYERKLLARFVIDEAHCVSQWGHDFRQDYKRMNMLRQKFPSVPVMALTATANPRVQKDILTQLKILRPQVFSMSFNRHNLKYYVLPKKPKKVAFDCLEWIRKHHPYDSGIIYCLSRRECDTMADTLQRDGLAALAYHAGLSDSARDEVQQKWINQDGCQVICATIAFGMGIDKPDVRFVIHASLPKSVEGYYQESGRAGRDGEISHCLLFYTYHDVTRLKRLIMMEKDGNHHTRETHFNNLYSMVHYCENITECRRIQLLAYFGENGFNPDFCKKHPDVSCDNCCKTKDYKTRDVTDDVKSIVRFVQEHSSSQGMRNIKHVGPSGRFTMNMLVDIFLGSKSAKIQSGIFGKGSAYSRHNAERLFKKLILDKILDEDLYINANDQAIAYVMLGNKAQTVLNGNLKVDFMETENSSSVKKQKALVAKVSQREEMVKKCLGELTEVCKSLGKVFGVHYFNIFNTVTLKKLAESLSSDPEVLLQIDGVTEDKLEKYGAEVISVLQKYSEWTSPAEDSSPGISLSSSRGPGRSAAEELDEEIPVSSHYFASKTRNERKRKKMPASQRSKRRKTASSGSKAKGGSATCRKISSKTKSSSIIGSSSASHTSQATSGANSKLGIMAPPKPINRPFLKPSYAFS
RXFP1 antagonist = qHTS Assay for Antagonists of the Relaxin Receptor RXFP1; Relaxin receptor 1 (Homo sapiens), Q9HBX9; HEK293-RXFP1, relaxin-stimulated cAMP HTRF, 30 min; stronger effect = lower value; activity change, negative = inhibition, % at 57.5 µM; 350,000 compounds, 0.59% hits;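 active = activity change of -60% or lower, but not beyond a set lower limit; inconclusive = change between -60% and -40%, or beyond the set limit; inactive = change above -40%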; note: % is set by controls: 0 for no effect and ±100 for the full control effect
Tb PGK inh = qHTS Assay to Find Inhibitors of Phosphoglycerate Kinase; Phosphoglycerate kinase, glycosomal (Trypanosoma brucei brucei), P07378; PGK/GAPDH coupled, Kinase-Glo luminescence, 60 min; Potency, µM (highest dose often 57.5 µM), for inactives: at the top dose activity change, negative = inhibition, most hits filed as inhibitors; 380,000 compounds, 0.043% hits; note: potency is the fitted concentration of half-maximal effect; % is set by controls: 0 for no effect and ±100 for the full control effect; nearly all actives have a fitted effect of over 60% in size
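Recombinant glycosomal PGK reaction used 1,3-bisphosphoglycerate generated in-well by GAPDH (100nM final) in 100mM TEA pH 7.6, 5mM MgCl2, 0.01% Tween-20. After 60 minutes at room temperature, ATP was read by Kinase-Glo Plus luminescence end-point.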
Pol beta inh = qHTS Assay for Inhibitors of DNA Polymerase Beta; Pol beta primer extension/strand displacement, fluorescence kinetic; Potency, µM (doses to about 114 µM), without a hit: at the highest dose activity change, negative = inhibition, most hits filed as inhibitors; 340,000 compounds, 1.3% hits; note: potency is the fitted concentration of half-maximal effect; % is set by controls: 0 for no effect and ±100 for the full control effect
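Kinetic readout of DNA synthesis with strand displacement by Pol beta. Compound and 10 nM enzyme sit 15 min at room temperature; 50 nM substrate starts the reaction, read immediately and at 10 min.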
The depositor's hits bear a star; i = inactive; ? = inconclusive; nt = not tested or not shown; & = joins results of further samples; [ ] = another dose, or the depositor's remark. Unless noted, calls come from the whole dose curve; as a rule, active = well fitted curve in the direction sought with a large enough effect; inconclusive = small, poorly fitted or top-dose-only effect, or another doubt; inactive = no such curve, though single readings can be large; an effect the other way counts as inactive or inconclusive.

SMILES | POLK inh | Pol iota inh | Anesthetic bind | Pol eta inh | APEX1 inh | BLM helicase inh | RXFP1 antagonist | Tb PGK inh | Pol beta inh
CC[C@]12c3[nH]c4ccccc4c3CCN1C(=O)C(CC(=O)NCCc1ccccn1)C[C@@H]2C(=O)N1CCN(C(=O)c2ccco2)CC1 (stereo not given in full) | -8% | -16% | nt | -13% | -6% | nt | nt | -4% | nt
CCOC(=O)C(C(=O)OCC)C(C(=O)OCC)N1CCOCC1 (stereo not given) | -5% | -4% | -16% | -6% | ? | -2% | 11 | 3% | -25%
CCN(c1ccc(OC)cc1)S(=O)(=O)c1ccc2c(c1)CCN2C(=O)CCC(=O)O | -40% | -22%[58.9 µM] | -4% | -2% | -1% | 0% | -7 | -3% | 3%
COc1ccc(Br)cc1CNC(=O)c1ccc2c(c1)nc1n2CCCCC1 | -12%[60.1 µM] | 13% | -6% | 4% | nt | -8% | ? | 5% | 5%
CCOC(=O)CN1CC(C)(C)N(CC(=O)OCC)CC1(C)C | -7% | 21% | nt | -15% | nt | nt | 3 | -3% | nt
CCOc1ccccc1C(=O)N1CCCCC1C (stereo not given) | -15% | 12% | 2% | -6% | 0% | 1% | 4 | 12% | -7%
CCCC(=O)NCc1nc2ccccc2n1CC(=O)c1ccccc1 | -3% | -5% | -9% | 6% | 6% | 0% | -1 | -7% | 2%
O=C(O)c1ccc([N+](=O)[O-])cc1-c1cc([N+](=O)[O-])ccc1C(=O)O | -19% | 19% | nt | -1% | nt | nt | -12 | -5% | nt
CC(=O)Nc1ccc(S(=O)(=O)N/N=C/c2ccc(C)o2)cc1 | -14% | 25µM* | 0% | ? | -37% | -10% | -2 | -20% | ?
CCCc1nc(SCC(=O)N2CCc3ccccc32)c2c(=O)n(C)c(=O)n(C)c2n1 | nt | nt | 7% | nt | 9% | 0% | nt | nt | -10%
COc1ccc(N(CC(=O)Nc2c(C)n(C)n(-c3ccccc3)c2=O)S(=O)(=O)c2ccc(C)cc2)cc1 | -3% | -1% | -9% | 4% | 11% | -2% | 18 | -3% | -16%
Cc1cccc(Cc2nnc(CCC(=O)NCc3cn4ccccc4n3)o2)c1 | -2% | 15% | -1% | -3% | -1% | 1% | 6 | -3% | -1%
CCOC(=O)c1cccc(NC(=O)CCNS(=O)(=O)c2cccc3nonc23)c1 | -16%&-6% | 35%&14%[activator] | -10%&-8% | -3%&-12% | 16% | -2%&-1% | 4 | -5%&0% | 2%&1%
Cc1ccc(-c2ccc(=O)n(CC(=O)NCCCN3CCCCC3C)n2)cc1 (stereo not given) | 0% | ? | -12% | -13% | 20% | -14% | 3 | nt | -1%
Cc1cccc(CSc2ccc3nnc(-c4cccnc4)n3n2)c1 | -5% | 184%[activator] | -9% | -11% | 11% | 3% | -1 | i | 34%
Cn1c(N)c(C(=O)COC(=O)/C=C/c2ccc(F)cc2)c(=O)n(C)c1=O | -6% | 67%[activator] | nt | ? | -39% | nt | -4 | i | nt
Cn1c(=O)oc2cc(S(=O)(=O)NC(Cc3ccccc3)C(=O)NCc3ccccc3Cl)ccc21 (stereo not given) | -9% | -14% | -2% | 2% | nt | 2% | nt | -9% | -24%
O=[N+]([O-])c1ccccc1CS(=O)(=O)c1ccccc1 | -11% | -3% | nt | -9% | 50%[activator] | nt | nt | 0% | nt
COc1ccccc1NS(=O)(=O)c1cccc(C(=O)OCC(=O)NC2CC2)c1 | 7% | -10% | nt | -20% | 25% | nt | 7 | -2% | nt
COc1ccccc1NC(=O)Cc1csc(N)n1 | 3% | 19% | -10% | -8% | -2% | -4% | -24 | nt | 37%
CCOc1ccc(N(CC(=O)N/N=C/c2cccnc2)S(C)(=O)=O)cc1 | 10% | -13% | -2% | -14% | 1% | 1% | -10 | -5% | 8%
Cc1ccccc1-c1cc(C(=O)NCc2ccc(OC(F)(F)F)cc2)n(CC2CC(c3cccnc3)=NO2)n1 (stereo not given) | -21% | ? | nt | -16% | -24% | nt | nt | 3% | nt
COC(=O)c1ccc2oc(=O)c(S(=O)(=O)c3ccc(C)cc3)cc2c1 | -5% | -3% | 47%[activator] | -5% | nt | -6% | nt | 6% | ?
CN(C(=O)COC(=O)c1cccc(S(=O)(=O)N2CCOCC2)c1)C1CCS(=O)(=O)C1 (stereo not given) | -8% | 16% | nt | ? | 20% | nt | -8 | -4% | nt
CC(C)Oc1ccc(S(=O)(=O)N2CCOCC2)cc1NC(=O)c1cc([N+](=O)[O-])ccc1N1CCOCC1 | -4% | 11% | nt | -11% | -7% | nt | 2 | -4% | nt
CCC1CC(C)(C(=O)Nc2ccc(S(N)(=O)=O)cc2)OC1=O (stereo not given) | -19% | 23% | -14% | 5% | -1% | -7% | -2 | -9% | -6%
Cc1ccc(C)c(/C(O)=C2/C(=O)C(=O)N(CCN3CCOCC3)C2c2ccc(C)o2)c1 (stereo not given) | -7% | 28% | -16% | -6% | 0% | -2% | 1 | 2% | 40%
COc1cc2ccccc2cc1C(=O)N(CCN(C)C)c1nc2c(C)cccc2s1 | -20% | 2% | -18% | -28% | 8% | 0% | -7 | -7% | -3%
COc1ccccc1NC(=O)CSc1sc2c(O)cc(=O)[nH]c2c1C#N | 50µM* | 2.8µM* | -10% | 20µM* | 58%[activator][12.4 µM] | -20% | -19 | -13% | 0.56µM*
CCOC(=O)c1cnn(-c2ccc(C(=O)Nc3ccc(OC(F)(F)F)cc3)cc2)c1N | 2%[60.1 µM] | 23% | 1% | -16% | nt | 3% | -6 | -1% | 2%
CCN1C(=NCCc2cccnc2)N[C@@H](c2ccccc2)[C@H](C(=O)OC)[C@H]1C | 2% | 1% | -3%&-5% | 1% | 32%&30% | 5%&2% | nt | 11% | 30%&6%
COC(=O)C1CCN(C(=O)C23CCC(C)(C(=O)O2)C3(C)C)CC1 (stereo not given) | 2% | 9% | 35% | -11% | ? | 1% | 4 | -4% | 7%
CCOC(=O)C1CCCN(S(=O)(=O)c2c(C)c(C)cc(C)c2C)C1 (stereo not given) | -12% | 28% | -6% | -16% | -7% | -3% | -15 | -2% | 0%
COc1ccc(OC)c(NC(=O)c2nc3ccccc3s2)c1 | 4% | 78%[activator] | -6% | 3% | -1% | 0% | 16 | 13% | 24%
COc1cc(/C=N/Nc2ncc(C(F)(F)F)cc2Cl)cc(OC)c1OC | -11% | 5% | 1% | -10% | -2% | 0% | 6 | nt | 3%
CCCCN(C(=O)C1CCCC1)c1c(N)n(CCC)c(=O)[nH]c1=O | -3% | 19% | nt | -9% | -1% | nt | -13 | i | nt
CCCN(CCC)CCNC(=O)c1cc2c(=O)oc3ccc(C)cc3c2s1 | -18% | 9% | -7% | -19% | nt | 53%[activator] | nt | 4% | 4%
CCN(c1ccc(NC(=O)COC(=O)/C=C/c2cccs2)cc1)C(C)C | 1% | 89%[activator] | ? | -7% | 1% | -12% | -10 | -3% | -12%
Cc1ccc(S(=O)(=O)N(C)C)cc1-n1c(SCC(=O)Nc2ccc(F)c(F)c2F)nc2ccccc2c1=O | -19% | -6% | -14% | -14% | -7% | -6% | 10 | -4% | 25%
Cc1nc(NC(=O)c2cnccn2)ccc1Br | -23% | -27% | 10% | -14% | -10% | -2% | 0 | 2% | 5%
Cn1c(=O)[nH]c(=O)c2c1nc1n2CC(O)CN1c1ccccc1 (stereo not given) | 1% | 26% | -3% | -6% | -7% | 0% | -10 | -1% | 20%
CCCNC(=O)C(Cc1ccc(C(F)(F)F)cc1)NC(=O)c1ccc2ccccc2n1 (stereo not given) | -2% | 35%[activator] | nt | -11% | 14% | nt | nt | -10% | nt
Cc1nn(C(C)C(=O)N2CCOCC2)c(=O)c2nn(-c3ccccc3)c(C)c12 (stereo not given) | -9% | 14% | -4% | -11% | 51% | 1% | 6 | i | -25%
COc1ccc(-c2cc(C(=O)OCC(=O)c3cccc(OC)c3)c3cccc(Cl)c3n2)cc1 | -11% | ? | -2% | -5% | nt | -5% | nt | -1% | 21%
CN(C)Cc1cn(CCC(=O)O)c2ccccc12 | -12% | 13% | nt | -10% | nt | nt | -1 | -10% | nt
COc1ccc(Cl)cc1C(=O)Nc1ccc(N(C)C(C)=O)cc1 | 2% | 30% | ? | -7% | -1% | 3% | nt | -1% | ?
CN(C)C(=S)Nc1ccc2ccccc2c1 | -10% | -3% | -12% | -11% | 1% | -7% | 1 | -12% | 1%
Cc1ccnc(NC(c2cc(C)ccc2O)c2ccc3cccnc3c2O)c1 (stereo not given) | ? | -13% | ? | nt | nt | -8% | 9 | nt | 27%

Compound profiles (already shown).
Cn1c(=O)[nH]c(=O)c2c1nc1n2CC(O)CN1c1ccccc1 (stereo not given) reads POLK inh: 1%; Pol iota inh: 26%; Anesthetic bind: -3%; Pol eta inh: -6%; APEX1 inh: -7%; BLM helicase inh: 0%; RXFP1 antagonist: -10; Tb PGK inh: -1%; Pol beta inh: 20%
CCN(c1ccc(NC(=O)COC(=O)/C=C/c2cccs2)cc1)C(C)C reads POLK inh: 1%; Pol iota inh: 89%[activator]; Anesthetic bind: ?; Pol eta inh: -7%; APEX1 inh: 1%; BLM helicase inh: -12%; RXFP1 antagonist: -10; Tb PGK inh: -3%; Pol beta inh: -12%

Source: PubChem (National Center for Advancing Translational Sciences (NCATS))

Some of the compounds tested. The share of hits here may be higher or lower than overall.
